Pf gametocyte = inhibitors of late stage P. falciparum gametocyte viability; P. falciparum stage V gametocytes, ATP luminescence, 24 h; inhibition, % at 10.9 µM; 0.065% of 150,000 active; AID 743093;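 active = inhibition above the mean plus 3 SD of compounds within the control limits, set per campaign, cut at about 38% in these data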;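 also: 0% = DMSO wells and 100% = medium only without gametocytes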
Mcl1 Bid PPI = disrupts binding of human Mcl-1 to Bid peptide; inhibition, % at 21.7 µM; 0.97% of 220,000 active; AID 1021; TR-FRET Mcl-1/Bid-Dy647 peptide binding, 1536-well;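 active = compounds that cut the binding signal by more than half at the single screening dose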;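 also: His-tagged Mcl-1 with europium anti-His antibody binding Bid BH3 peptide; 0% = Mcl-1 plus peptide wells and 100% = peptide-only wells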
Target sequence (Q07820 whole entry, looked up): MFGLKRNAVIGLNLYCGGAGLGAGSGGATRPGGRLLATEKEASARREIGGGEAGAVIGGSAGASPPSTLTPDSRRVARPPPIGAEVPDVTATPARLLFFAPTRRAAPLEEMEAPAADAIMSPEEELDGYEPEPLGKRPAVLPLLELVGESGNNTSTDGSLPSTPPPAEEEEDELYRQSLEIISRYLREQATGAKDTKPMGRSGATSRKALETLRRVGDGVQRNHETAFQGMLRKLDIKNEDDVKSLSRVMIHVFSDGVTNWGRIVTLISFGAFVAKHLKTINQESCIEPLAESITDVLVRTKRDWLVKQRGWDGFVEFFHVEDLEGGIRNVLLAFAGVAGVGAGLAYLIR
Rac1 act GTP bind = modulators of GTP binding to human Rac1 activated mutant | AID 764 | percent activity (GTP binding), % at 10 µM | 0.11% of 190,000 active | GST-Rac1 activated beads, fluorescent GTP binding, flow cytometry; actives lie on both sides; 100% means binding = to untreated wells;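 active = GTP binding at least 20 percentage points away from the 100% baseline, in either direction, so actives lie on both sides; inconclusive = Compound likely fluorescent itself, or too few beads counted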
Avidin fluor = compound fluoresces at 488/530 nm on avidin beads | fluorescence (KMESF) at 10 µM | 0.38% of 220,000 active | compound fluorescence 488/530 nm, flow cytometry; active compounds read high; in the data active = fluorescence above about 47; also: inactives centre near 10
Mcl1-Noxa inh = disrupts binding of human Mcl-1 to Noxa peptide; AID 1022; 1.5% of 220,000 active; TR-FRET Mcl-1/Noxa peptide binding, 2 h; inhibition, % at 21.7 µM; Q07820;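 active = compounds that cut the protein-peptide binding signal by more than 50% relative to plate controls in a single-dose test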;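 also: His-tagged Mcl-1 with rhodamine Noxa BH3 peptide and terbium anti-His antibody; 0% = Mcl-1 plus Noxa peptide wells and 100% = peptide-only wells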
GSH bead fluor = GSH bead compound fluorescence profile | GSH beads flow cytometry, compound fluorescence 488/530 nm; active compounds read high | fluorescence (KMESF) at 10 µM | 0.25% of 190,000 active | AID 1776; in the data active = fluorescence above about 89;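 also: glutathione beads carrying GST-tagged Bcl family fusion proteins plus one bare bead set; values are compound well signal with DMSO vehicle wells as background; inactives centre near 16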
Cdc42 wt GTP = changes GTP binding to wildtype human Cdc42 | AID 761 | percent activity (GTP binding), % at 10 µM | GST-Cdc42 beads, Bodipy-GTP binding, flow cytometry; actives lie on both sides | 0.2% of 190,000 active;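 active = percent activity GTP binding at least 20 points away from the 100% baseline, either down as inhibitor or up as activator; inconclusive = compound flagged as likely green fluorescent from well-wide comparison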;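 also: median bead fluorescence of bound Bodipy-FL-GTP at 100 nM; 0% = excess unlabeled GTP control and 100% = no compound control; below 100% means less GTP binding so inhibitor and above means activator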
Target sequence (P60953 whole entry, looked up): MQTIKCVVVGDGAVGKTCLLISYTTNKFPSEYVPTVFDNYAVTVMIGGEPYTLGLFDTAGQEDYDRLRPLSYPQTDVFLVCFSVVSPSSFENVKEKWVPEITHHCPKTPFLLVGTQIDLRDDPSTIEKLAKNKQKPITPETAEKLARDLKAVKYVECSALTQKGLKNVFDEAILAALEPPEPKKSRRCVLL
Rab2A wt mod = changes GTP binding to wildtype dog Rab2A, up or down. P61105. GST-Rab2 wt beads, Bodipy-GTP binding, flow cytometry. GTP binding activity, % at 10 µM. 0.19% of 190,000 active. AID 760;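 active = GTP binding activity at least 20 points away from 100%, either lowered or raised; inconclusive = signal likely due to the compound's own green fluorescence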;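 also: 0% = beads with excess unlabeled GTP and 100% = no-compound control corrected for plate trend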
Rab7 wt modul = dog Rab7 wildtype GTP binding, inhibitors and activators; GTP binding activity (percent of control), % at 10 µM; GST-Rab7 beads, fluorescent GTP binding, flow cytometry; actives lie on both sides; untreated = 100%, excess cold GTP = 0%; 0.055% of 190,000 active;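 active = fluorescent GTP binding to Rab7 beads changed by at least 20 points from the 100% baseline, either direction, mostly lower; inconclusive = compound itself probably fluorescent, or too few beads counted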;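 also: median green fluorescence of bound Bodipy-FL-GTP per Rab7 bead population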
Rac1 wt modul = alters GTP binding to wildtype human Rac1; P63000; GST-Rac1 beads, fluorescent GTP binding, flow cytometry; actives lie on both sides; 0 = cold GTP competed, 100 = untreated; GTP binding activity (% of control), % at 10 µM; 0.27% of 190,000 active; AID 757;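 active = GTP binding activity at least 20 points away from the 100% control level, either lower or higher; inconclusive = compound flagged as likely green fluorescent, judged across all proteins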
HRas wt GTP = human HRas wildtype GTP binding, change in either direction. GST-Ras wt beads, Bodipy-FL-GTP binding, flow cytometry; actives lie on both sides. GTP binding activity, % at 10 µM. 0.14% of 190,000 active;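 active = GTP binding activity at least 20% away from the 100% baseline, either lowered as inhibitor or raised as activator; inconclusive = flagged as likely green fluorescent, judged across all proteins in the well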;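 also: 0% = unlabeled GTP competition control and 100% = no-compound control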
Target sequence (P01112 whole entry, looked up): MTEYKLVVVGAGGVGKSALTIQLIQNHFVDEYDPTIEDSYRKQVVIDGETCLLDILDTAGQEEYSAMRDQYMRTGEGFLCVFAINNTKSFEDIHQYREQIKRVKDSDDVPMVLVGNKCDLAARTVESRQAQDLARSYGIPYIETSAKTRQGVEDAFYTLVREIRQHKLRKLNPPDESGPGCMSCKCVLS
Starred values were filed as active, the others as inactive; ? = inconclusive; . = not tested or not shown.

nr	mol	Pf gametocyte	Mcl1 Bid PPI	Rac1 act GTP bind	Avidin fluor	Mcl1-Noxa inh	GSH bead fluor	Cdc42 wt GTP	Rab2A wt mod	Rab7 wt modul	Rac1 wt modul	HRas wt GTP
1	N#Cc1c(NC(=O)CSc2nc(-c3ccccc3)cc(C(F)(F)F)n2)sc2c1CCC2	11	-3	98	8	8	11	94	99	100	102	100
2	CCCCC(CC)C(=O)Oc1ccc(O)c(C(C)(C)C)c1 (stereo not given)	-9	35	95	12	16	24	95	97	100	100	98
3	C[N+]1(CC(=O)Nc2ccc(F)cc2)CCN(C(=O)c2ccco2)CC1	-26	-49	97	24	5	10	98	99	100	100	99
4	CCC(NS(=O)(=O)c1ccc(C)cc1)C(=O)N1CCC2(O)CCCCC2C1 (stereo not given)	13	-35	98	20	1	16	100	99	100	101	100
5	COc1cc2c3c(c1)C(C)=CC(C)(C)N3C(=O)C2=O	-4	-71	87	10	-1	22	88	92	94	91	92
6	N=C1/C(=C\c2ccc(-c3cc(Cl)cc(Cl)c3)o2)C(=O)N=C2SC=C(c3ccccc3)N12	1	-12	95	22	17	11	102	99	100	100	100
7	COc1ccc(/C=C/C(=O)Nc2nonc2NC(C)=O)cc1	-174	4	101	11	20	11	100	97	101	101	98
8	OC(COc1ccc2c(c1)OCO2)CN1CCCCC1 (stereo not given)	-29	-31	93	12	19	13	98	96	103	96	96
9	Cc1cc2ccccc2cc1CN1CCOCC1	.	1	100	10	3	32	97	99	100	100	98
10	O=C1CCCN1CC(O)CS(=O)(=O)c1ccccc1 (stereo not given)	5	-33	100	4	-7	23	101	98	96	100	103
11	CN(Cc1ccccc1)c1nc(-c2ccc([N+](=O)[O-])cc2)nc2ccccc12	1	-38	101	14	10	35	103	100	97	106	101
12	O=C1CSC(c2ccccn2)N1c1ccc2ccccc2c1 (stereo not given)	6	3	102	14	14	63	110	105	101	106	107
13	O=C(CN1CCOCC1)Nc1ccc(N2CCN(c3ccccc3)CC2)c(F)c1	9	-27	94	12	15	13	96	99	104	97	99
14	CCC(C)NC(=O)c1ccc2c(SCC(=O)O)c3c(nc2c1)CCCC3 (stereo not given)	8	3	100	12	20	24	102	101	102	103	101
15	CC(C)NC(=S)N=Nc1c(O)[nH]c2ccc([N+](=O)[O-])cc12	6	-65	81	12	47	7	68*	68*	95	62*	72*
16	O=C(c1ccco1)N1CCN(Cc2nc3ccc([N+](=O)[O-])cc3c(=O)n2-c2ccccc2F)CC1	.	9	97	7	3	34	94	96	98	96	95
17	CCOc1cc(C(c2c(C)[nH][nH]c2=O)c2c(C)[nH][nH]c2=O)ccc1O	10	-86	101	6	10	19	102	99	102	102	100
18	FC(F)(F)c1cc(CCN2C(=S)NC[C@@H]2Cc2ccccc2)cc(C(F)(F)F)c1	-4	-17	93	5	-2	21	93	96	101	96	95
19	Cc1ccc(N(C(=O)C2CCC(=O)N2)C2(C(=O)NC3CCCC3)CCCCC2)cc1 (stereo not given)	.	0	96	8	-6	37	99	97	96	96	98
20	O=C(c1ccc2c(c1)OCO2)N1CCCC(c2ccccc2)C1 (stereo not given)	.	-6	98	31	3	22	103	98	99	105	99
21	CSc1nc2c(c(=O)[nH]1)C(c1cccc(Cl)c1)CC(=O)N2 (stereo not given)	-31	2	95	8	-16	17	98	95	98	97	95
22	CN1CCc2c(OCc3ccc(F)cc3)cccc2C1=O	-9	-17	94	11	5	21	94	97	102	97	97
23	CCCS(=O)(=O)N1CCN(CCCc2ccccc2)CC1	-1	20	101	10	0	26	104	102	99	107	100
24	CN(C(=O)COc1ccccc1C(=O)NCCOc1ccccc1)c1ccccc1	-6	13	99	6	1	20	100	99	102	102	100
25	COc1ccc(OCCSc2nnc(Cc3cccc4ccccc34)n2N)cc1	.	1	97	6	12	9	99	98	102	105	101
26	O=C(Cc1ccc(S(=O)(=O)N2CCOCC2)s1)NCCC(c1ccccc1)c1ccccc1	.	-47	97	13	10	21	100	100	98	97	101
27	CC(=O)c1ccc(N2CCN(C(=O)c3cc4c(-c5ccccc5F)nn(C)c4s3)CC2)cc1	.	-15	97	7	7	25	101	98	96	99	98
28	CC(=O)Oc1ccc(N2C(=O)C3C(C2=O)C2C=CC3C23CC3)cc1[N+](=O)[O-] (stereo not given)	-7	-21	92	10	-7	7	93	95	102	98	96
29	NS(=O)(=O)c1ccc(CCNC(=O)c2cc(-c3ccccc3)nc3ccccc23)cc1	-23	2	98	9	-12	11	100	96	97	98	97
30	CCCOc1cccc(NC(=O)c2cc(C)oc2C)c1	.	-22	100	17	-6	22	103	104	103	100	106
31	O=S(=O)(N1CCCCC1)N1CCN(c2ccc(F)cc2)CC1	.	-17	100	37	-4	9	102	101	100	102	101
32	Cc1ccc2cc(CCNC(=O)c3cccc([N+](=O)[O-])c3)c(=O)[nH]c2c1	3	4	94	5	-21	19	92	98	102	94	95
33	COc1cccc(C(=O)N2CCN(S(=O)(=O)Cc3ccccc3)CC2)c1OC	16	-3	98	5	-3	13	101	100	98	108	103
34	O=S(=O)(NC1CC1)c1ccc(S(=O)(=O)N(Cc2ccccn2)C2CCCC2)cc1	.	-22	98	20	1	14	105	105	107	103	105
35	CCCCCCNC(=O)CC(NS(=O)(=O)c1ccc(OC)cc1)C(C)C (stereo not given)	16	-1	99	5	-1	23	98	98	97	100	98
36	CN(C)C(CNC(C(=O)Nc1ccc([N+](=O)[O-])cc1Br)c1ccccc1)c1ccccc1 (stereo not given)	-6	26	95	12	23	14	97	99	97	97	99
37	O=C(Cc1cn2ccsc2n1)Nc1nc2c(s1)CN(Cc1ccccc1)CC2	.	-25	102	11	18	8	106	104	102	111	104
38	COc1ccc(C)cc1N(CC(=O)N1CCc2ccccc2C1)S(C)(=O)=O	-27	-26	?	12	-12	21	?	?	?	?	?
39	CSc1nc2ncc(C(=O)O)c(N)n2n1	-5	15	98	24	14	10	102	99	104	98	101
40	O=C(N/C(=C\c1cccs1)C(=O)N1CCCCCC1)c1ccccc1	6	-20	103	7	0	18	106	105	95	103	105

2 of these compounds, set out differently.
Value order – Pf gametocyte, Mcl1 Bid PPI, Rac1 act GTP bind, Avidin fluor, Mcl1-Noxa inh, GSH bead fluor, Cdc42 wt GTP, Rab2A wt mod, Rab7 wt modul, Rac1 wt modul, HRas wt GTP
36: CN(C)C(CNC(C(=O)Nc1ccc([N+](=O)[O-])cc1Br)c1ccccc1)c1ccccc1 (stereo not given)
 : -6, 26, 95, 12, 23, 14, 97, 99, 97, 97, 99
37: O=C(Cc1cn2ccsc2n1)Nc1nc2c(s1)CN(Cc1ccccc1)CC2
 : ., -25, 102, 11, 18, 8, 106, 104, 102, 111, 104

(listing goes on)
nr	mol	Pf gametocyte	Mcl1 Bid PPI	Rac1 act GTP bind	Avidin fluor	Mcl1-Noxa inh	GSH bead fluor	Cdc42 wt GTP	Rab2A wt mod	Rab7 wt modul	Rac1 wt modul	HRas wt GTP
41	CCCn1c(SCC(=O)Nc2ccc3c(c2)OCO3)nc2c1c(=O)n(C)c(=O)n2C	.	-5	100	30	25	21	103	99	101	104	100
42	CC(C)(C)NC(=O)NC(=O)COc1ccc(Br)cc1Br	.	4	101	12	-8	18	103	100	105	107	104
43	CC1CCCC(C)N1C(=O)COC(=O)c1cc(Br)ccc1Cl (stereo not given)	.	2	97	11	7	14	98	96	96	99	96
44	COc1cccc(-c2nnn(CC(=O)NC3CCCC3)n2)c1OC	-1	-3	99	5	12	24	99	98	96	100	98
45	CCCNC(=O)NS(=O)(=O)c1ccc(Cl)cc1	.	10	102	10	24	22	100	102	96	101	101
46	CC(C(=O)c1c[nH]c(C(=O)N=CN(C)C)c1)c1ncc(C(F)(F)F)cc1Cl (stereo not given)	-16	2	99	11	0	11	97	100	100	101	97
47	NC(=O)c1cc(-c2ccccc2)sc1NC(=O)CN1CCCCC1	.	-9	98	15	20	12	99	96	99	101	97
48	COc1ccc(OC)c(Nc2cc(C)nc3nc(C)nn23)c1	.	-21	97	7	4	13	97	96	96	97	98
49	N/C(=N\OC(=O)COc1ccc(Br)cc1Cl)c1cccnc1	-2	-12	98	2	4	11	100	101	102	101	100
50	CCn1cc(C(=O)NCc2ccc3c(c2)OCO3)c(=O)c2cc(F)c(N3CCN(C(=O)c4ccco4)CC3)cc21	10	-13	95	7	-12	5	93	90	89	94	93
51	Cc1ccccc1N1CCN(CCCOc2ccc3c(C)cc(=O)oc3c2)CC1	10	23	99	5	3	19	99	100	99	103	98
52	Cc1cc(C)c(NC(=O)COC(=O)c2ccc([N+](=O)[O-])s2)c(C)c1	5	11	97	2	12	11	99	97	98	99	99
53	O=C(Cc1ccc(F)cc1)NC1CCCC1	5	-12	102	9	10	11	108	102	102	110	104
54	OC1(c2cccs2)CN(c2ccccc2)C2=[N+]1CCCC2 (stereo not given)	-1	-17	94	9	5	17	100	98	107	98	96
55	C=CCSC1=C(C#N)C(c2cccc(OC)c2)CC(=O)N1 (stereo not given)	-44	-30	97	10	-11	9	101	100	104	106	102
56	CCOC(=O)c1c(C)[nH]c(C2=NNC(=Nc3ccccc3)SC2)c1C	-9	-54	99	20	12	14	100	97	98	101	98
57	COc1cc2c(cc1OC)C(C1C(=O)CC(C)(C)CC1=O)N(C(=O)CCl)CC2 (stereo not given)	.	-30	101	7	-7	7	102	101	97	103	99
58	Cc1cccc(OCCOCCN2CCNCC2)c1C	6	9	103	3	16	7	101	100	97	104	100
59	CCC(=O)N1CCCc2cc(S(=O)(=O)N3CCCc4ccccc43)ccc21	13	-14	97	8	3	54	100	99	102	99	100
60	CC1CCCCC1NC(=O)C1CC=CCC1C(=O)O (stereo not given)	9	-21	101	14	5	5	103	99	94	101	99
61	COc1cc(C)c(-c2[nH]ncc2-c2csc(C)n2)c(O)c1	-4	-4	99	13	8	9	102	99	102	103	101
62	CCCCN(C)C(=O)c1nc2ccccn2c1CN1CCN(c2ccccn2)CC1	.	-40	96	13	3	10	93	93	98	98	94
63	CCC(=O)Nc1nnc(SCCN2CCOCC2)s1	11	-8	101	15	15	9	108	100	97	105	102
64	CCCCc1nn(-c2cc(Cl)ccc2OC)c2c1C(=O)CC(C)(C)C2	.	-5	96	7	7	24	100	97	99	103	100
65	CCOC(=S)SCC(=O)N1CCc2ccccc2C1C1C(=O)CC(C)(C)CC1=O (stereo not given)	-16	-13	100	10	8	18	102	99	100	104	99
66	O=C(NCC(=O)N(Cc1cccs1)C(C(=O)NC1CCCC1)c1cccnc1)c1ccco1 (stereo not given)	.	-8	99	6	1	23	98	97	100	103	97
67	CCCOc1ccccc1NC(=O)CC1Nc2ccccc2NC1=O (stereo not given)	.	-20	97	8	15	26	100	98	99	103	99

Random draw from the library. Share with any hit: about 3%.
